# Glioma ERSR ind: induces the endoplasmic reticulum stress response in human glioma cells; U87-MG GRP78 promoter luciferase reporter, 16 h; Potency, µM, for inactives: at the top dose activation, hits mostly activators; 0.02% of 420,000 active; AID 602332; further: potency means the concentration at half of the fitted maximal effect; series mostly up to about 76 µM; % of control where 0% means no effect; nearly all actives have a fitted effect of over 35% in size
#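 Stably transfected U87-MG human glioma cells carrying a GRP78-based luminescent sensor were seeded at 1000 cells/well, pin-dosed with compounds and incubated 16 h. Luciferase reagent was then added, and end-point luminescence was read after 10 min at room temperature.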
# IDH1 R132H inh: inhibitors of human mutant IDH1 R132H; IDH1-R132H enzyme, NADPH consumption, diaphorase/resazurin fluorescence; 0.093% of 390,000 active; O75874; Potency, µM (series often up to 76.6 µM), without a hit: at the highest dose activity change, negative = inhibition, usual class: inhibitors; AID 602179; further: potency means the concentration at half of the fitted maximal effect; on the % scale 0 is the no-effect control and ±100 the full control effect; nearly all actives have a fitted effect of over 65% in size
#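 IDH1-R132H (0.5 ug/mL dispensed) in pH 7.5 Tris buffer was preincubated 30 min with compound, then given a substrate mix of 0.016 mM NADPH and 2 mM alpha-KG for 80 min at room temperature; remaining NADPH was read by diaphorase/resazurin fluorescence.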
# USP1-UAF1 inh: USP1/UAF1 (human) deubiquitinase inhibition; O94782; recombinant USP1/UAF1, Ub-Rhodamine cleavage fluorescence; Potency, µM (top dose mostly 57.1 µM), for the others: at the top dose activity change, negative = inhibition, most hits filed as inhibitors; 0.23% of 390,000 active; further: potency means the concentration at half of the fitted maximal effect; on the % scale 0 is the no-effect control and ±100 the full control effect; nearly all actives have a fitted effect of over 60% in size; inactives centre near -12
#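 In this screen, compounds sit with the deubiquitinase complex (1nM) for 15 min at room temperature before Ub-Rho is added at 150nM final. Fluorescence rise is then followed for 6 reads every 60 seconds.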
# Vif-APOBEC3F blk: Vif-A3F binding inhibition. HeLa A3F-eYFP + Vif (tagged APOBEC3F with the HIV-1 protein that degrades it), YFP fluorescence increase. Potency, µM (doses to about 46.1 µM), inactives show at the top dose activity, negative = active. 0.2% of 390,000 active. AID 602313; further: potency means the concentration at half of the fitted maximal effect; % of control where 0% means no effect; nearly all actives have a fitted effect of over 65% in size
#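 Fluorescence increase (Ex 488/Em 500-530) after overnight compound treatment at 37 deg C flags inhibition of Vif-driven A3F-eYFP loss in stable HeLa A3F-eYFP/Vif cells seeded overnight beforehand.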
# LDHA inh: inhibitors of human lactate dehydrogenase A | 0.15% of 480,000 active | P00338 | activity change, % (values are at about 110 or 230 µM) | purified LDHA, NADH/diaphorase-resazurin fluorescence; active compounds read low | AID 1347041; in the data active means activity change below about -30%; inconclusive means mostly about -25% to -30%;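 further: plate controls were DMSO wells for no effect and wells without enzyme for full effect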
#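 Enzyme activity of human lactate dehydrogenase 5 (2 nM; 0.06 mM NADH, 0.2 mM pyruvate, 5 min, RT) is measured via a resazurin/diaphorase fluorescence readout of residual NADH.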
# TrxR1 inh: blocks rat thioredoxin reductase 1 | 1% of 390,000 active | Potency, µM (series often up to 114 µM), without a hit: at the highest dose activity change, negative = inhibition, usual class: inhibitors | AID 588453 | recombinant rTrxR1, NADPH fluorescence consumption, selenite substrate | O89049; further: potency means the concentration at half of the fitted maximal effect; on the % scale 0 is the no-effect control and ±100 the full control effect; nearly all actives have a fitted effect of over 65% in size
# Target sequence (O89049 whole entry, looked up): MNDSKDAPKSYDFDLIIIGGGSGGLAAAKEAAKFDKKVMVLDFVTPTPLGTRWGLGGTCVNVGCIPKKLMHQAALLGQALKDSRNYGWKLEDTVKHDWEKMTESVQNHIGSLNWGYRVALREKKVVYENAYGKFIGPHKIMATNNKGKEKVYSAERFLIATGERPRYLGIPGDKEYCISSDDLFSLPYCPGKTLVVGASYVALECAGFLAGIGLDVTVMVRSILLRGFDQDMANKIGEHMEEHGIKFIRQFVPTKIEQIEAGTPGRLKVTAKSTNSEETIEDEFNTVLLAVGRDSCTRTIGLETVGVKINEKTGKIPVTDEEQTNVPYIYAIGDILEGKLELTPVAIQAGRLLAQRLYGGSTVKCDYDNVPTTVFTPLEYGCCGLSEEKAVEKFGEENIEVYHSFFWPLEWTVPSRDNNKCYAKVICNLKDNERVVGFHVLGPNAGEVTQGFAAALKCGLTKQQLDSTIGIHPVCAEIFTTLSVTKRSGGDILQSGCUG
#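 Rat TrxR1 (90 nM in the dispensed reagent) was pre-reduced with 400 uM NADPH for 5 min at room temperature, then incubated with compound for 15 min. After 400 uM selenite was added, NADPH fluorescence (Ex 340/Em 450 nm) was followed for 8 min.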
# Vif-A3G inh: blocks the Vif interaction with human APOBEC3G; Q9HC16; HeLa A3G-eYFP + Vif (tagged APOBEC3G with the HIV-1 protein that degrades it), YFP fluorescence, overnight; Potency, µM (doses to about 46.1 µM), without a hit: top-dose activity, negative = active, actives largely listed as inhibitors; 0.076% of 410,000 active; AID 602310;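 further: potency means the concentration at half of the fitted maximal effect; on the % scale 0 is the no-effect control and ±100 the full control effect; nearly all actives have a fitted effect of over 60% in size; hits raise eYFP signal because A3G escapes Vif-driven loss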
# Target sequence (Q9HC16 whole entry, looked up): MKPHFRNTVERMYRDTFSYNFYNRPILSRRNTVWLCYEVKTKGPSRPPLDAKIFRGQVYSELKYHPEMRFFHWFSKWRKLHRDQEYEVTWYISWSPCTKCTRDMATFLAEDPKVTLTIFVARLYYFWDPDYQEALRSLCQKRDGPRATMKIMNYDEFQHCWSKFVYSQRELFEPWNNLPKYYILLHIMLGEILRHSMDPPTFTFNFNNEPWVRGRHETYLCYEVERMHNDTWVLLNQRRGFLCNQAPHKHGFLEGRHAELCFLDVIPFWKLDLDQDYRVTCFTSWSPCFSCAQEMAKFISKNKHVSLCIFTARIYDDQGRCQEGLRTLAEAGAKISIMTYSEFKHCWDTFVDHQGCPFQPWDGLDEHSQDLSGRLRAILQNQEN
#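 Read-out is eYFP fluorescence (Ex 488/Em 500-530) from Vif-expressing HeLa A3G-eYFP cells; more signal means A3G escaped Vif-mediated degradation. Cells plated overnight, compound pinned in, incubated overnight at 37 deg C.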
# RGS4 inh: inhibitors of human regulator of G protein signaling 4. Transcreener GDP fluorescence polarization, RGS4-accelerated GTP hydrolysis. Potency, µM (highest dose often 114 µM), without a hit: top-dose activity change, negative = inhibition, hits mostly inhibitors. 0.039% of 390,000 active; further: potency means the concentration at half of the fitted maximal effect; on the % scale 0 is the no-effect control and ±100 the full control effect; nearly all actives have a fitted effect of over 75% in size; some results filed as inactive show a strong effect at the top dose
# Target sequence (P49798 whole entry, looked up): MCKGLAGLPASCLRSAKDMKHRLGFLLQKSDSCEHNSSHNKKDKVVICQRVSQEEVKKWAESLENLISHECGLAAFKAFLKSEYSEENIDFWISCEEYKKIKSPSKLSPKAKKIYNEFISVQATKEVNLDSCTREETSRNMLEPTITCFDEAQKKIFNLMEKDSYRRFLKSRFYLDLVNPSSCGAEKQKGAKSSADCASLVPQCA
#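 MLSMR compounds (23 nl, pin-transferred) preincubated 10 min at room temperature with a 500nM (2x) first reagent, then RGS4 at 900nM (2x) plus Transcreener GDP mix added; fluorescence polarization (620/688 nm) read before and after 90 min at 30 °C.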
# TrxR1 substrate: rat thioredoxin reductase 1 substrate activity | 0.01% of 390,000 active | AID 588456 | purified TrxR1 substrate turnover, NADPH consumption readout | Potency, µM (doses to about 114 µM), inactives show at the highest dose activity change, negative = substrate turnover | O89049; further: potency means the concentration at half of the fitted maximal effect; on the % scale 0 is the no-effect control and ±100 the full control effect; nearly all actives have a fitted effect of over 50% in size
#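 Rat TrxR1, dispensed at 90 nM, was prereduced with 400 uM NADPH (final) for 5 min at ~22 deg C, then incubated with compound 15 min before 400 uM selenite. A first-read NADPH fluorescence drop versus no-compound background flagged substrates.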
# The depositor's hits bear a star; ? = inconclusive; & = joins results of further samples; [ ] = dose if it differs, or a comment. Unless noted, the call rests on the fitted dose curve; in most records, active means well fitted curve in the direction sought with a large enough effect; inconclusive means small, poorly fitted or top-dose-only effect, or another doubt; inactive means no such curve, though single readings can be large; an effect the other way counts as inactive or inconclusive.
1	CCCC(=O)NC(Oc1ccc(Cl)cc1Cl)C(Cl)(Cl)Cl (stereo unspecified)
2	O=c1c2ccccc2nc(/C=C/c2ccccc2O)n1-c1ccc(Br)cc1
3	Cc1cccc(NC(N)=S)c1
4	CCN(CC)CCSc1nc2ccccc2c(=O)n1-c1ccc(Cl)cc1
5	CCOP(=S)(OCC)C(O)CCCCCn1c(=O)c(F)cn(C2CCCO2)c1=O (stereo unspecified)
6	Cc1cccc(-n2c(/C=C/c3ccc([N+](=O)[O-])o3)nc3ccccc3c2=O)c1
7	COc1ccccc1NC(=O)Oc1cccc(OC(=O)c2ccccc2)c1
8	Cc1ccc(-c2nn3c(C)nnc3c3ccccc23)cc1S(=O)(=O)NCCO
entry no.,1,2,3,4,5,6,7,8
Glioma ERSR ind,1%,-2%,4%,-3%,0%,1%,3%,?
IDH1 R132H inh,-6%,0%,1%,6%,3%,5%,3%,11%
USP1-UAF1 inh,2%,27%,?,?,-15%,-17%,?,?
Vif-APOBEC3F blk,-14%,10µM*,-8%,1%,0%,8.9µM*,-7%,?
LDHA inh,0,-12,3,-2,2,8,-13,3&-13
TrxR1 inh,-70%[57.1 µM],5%,8%,6%,11%[57.1 µM],?,8%[2.29 µM],-28%[57.1 µM]
Vif-A3G inh,2%,-18%,1%,8%,0%,?,0%,2%
RGS4 inh,12%,1%,-19%,1%,6%,-1%,-8%,-12%&-21%
TrxR1 substrate,4%[57.1 µM],-3%,-8%,1%,8%[57.1 µM],-6%,3%[2.29 µM],1%[57.1 µM]

9	C=Cc1ccc(Cn2c(C(=O)O)c(C=O)c3ccccc32)cc1
10	O=C1C=CC(=O)C2C1C1(Cl)C(Cl)=C(Cl)C2(Cl)C1(Cl)Cl (stereo unspecified)
11	CCCCNC(=O)NC(C(N)=O)P(=O)(OCC)OCC (stereo unspecified)
12	CCN(CC)c1ccc(CN(C)CCc2ccc(OC)c(OC)c2)cc1
13	O=C1C2CCCN2C(c2cccnc2)N1c1nccs1 (stereo unspecified)
14	CCN(CC)C(=O)c1ccc(NC(=O)CCn2nc(-c3ccc(C)cc3)c3ccccc3c2=O)cc1
15	C=CCc1c(C)[nH]c(=S)c(C#N)c1C
16	CCCc1cc(=O)oc2cc(OCc3ccc(C(=O)O)o3)ccc12
entry no.,9,10,11,12,13,14,15,16
Glioma ERSR ind,-8%,-4%,1%,-3%,-3%,-5%,-6%,-1%
IDH1 R132H inh,7%,-20%,13%,11%,3%,-26%,9%,-2%
USP1-UAF1 inh,?,-23%,-25%,-3%,-22%,-6%,-8%,-9%
Vif-APOBEC3F blk,10%,?,0%,-1%,?,5%,-13%,15%
LDHA inh,-4,0,-1,-4,-7,-7,-3,-3
TrxR1 inh,19%[57.1 µM],0%,9%,10%[57.1 µM],19%,10%,-17%[57.1 µM],-4%[57.1 µM]
Vif-A3G inh,-1%,-22%,-1%,4%,-2%,0%,-3%,0%
RGS4 inh,1%,9%,11%,-33%,-9%,-35%,?,-5%
TrxR1 substrate,5%[57.1 µM],-13%,3%,4%[57.1 µM],7%,-1%,-1%[57.1 µM],47%[activator][57.1 µM]

# 3 compounds picked at random from the list so far:
10	O=C1C=CC(=O)C2C1C1(Cl)C(Cl)=C(Cl)C2(Cl)C1(Cl)Cl (stereo unspecified)
9	C=Cc1ccc(Cn2c(C(=O)O)c(C=O)c3ccccc32)cc1
14	CCN(CC)C(=O)c1ccc(NC(=O)CCn2nc(-c3ccc(C)cc3)c3ccccc3c2=O)cc1
entry no.,10,9,14
Glioma ERSR ind,-4%,-8%,-5%
IDH1 R132H inh,-20%,7%,-26%
USP1-UAF1 inh,-23%,?,-6%
Vif-APOBEC3F blk,?,10%,5%
LDHA inh,0,-4,-7
TrxR1 inh,0%,19%[57.1 µM],10%
Vif-A3G inh,-22%,-1%,0%
RGS4 inh,9%,1%,-35%
TrxR1 substrate,-13%,5%[57.1 µM],-1%

# New compounds follow
17	Clc1ccc(C[n+]2c(-c3ccccc3)cc(-c3ccccc3)cc2-c2ccccc2)cc1
18	COc1cccc(/C=C/c2nc3ccccc3c(=O)n2-c2ccc(Cl)cc2)c1OC
19	CC1(C)C2([N+](=O)[O-])CNCC1([N+](=O)[O-])CNC2
20	COc1cccc(CCNCc2c(F)cccc2F)c1
21	CCn1c(O)c(C=Nc2cc(Cl)ccc2Cl)c(=O)n(CC)c1=O
22	COc1ccc(-n2c(O)c(/C=C3\C=Nc4ccc(Br)cc43)c(=O)[nH]c2=O)cc1
23	CCc1cccc(C)c1NC(=S)N1CC2CC(C1)c1cccc(=O)n1C2 (stereo unspecified)
24	CCC1(NS(=O)(=O)c2ccc(N)cc2)C(=O)N(C)C(=O)N(C)C1=O
entry no.,17,18,19,20,21,22,23,24
Glioma ERSR ind,0%,-3%,1%,5%,-2%,-2%,-1%,-1%
IDH1 R132H inh,0%,-11%,-1%,6%,9%,3%,-1%,-2%
USP1-UAF1 inh,-19%,-16%,-3%,-11%,-4%,-19%,-2%,-7%
Vif-APOBEC3F blk,-5%,0%,-18%,4%,4%,?,4%,16%
LDHA inh,1,-4,-14,?,1,9,-2,-10
TrxR1 inh,17%,16%[57.1 µM],12%,-4%[57.1 µM],1%[57.1 µM],-2%[57.1 µM],-23%,?
Vif-A3G inh,-12%,-1%,-2%,0%,-8%,1%,0%,-7%
RGS4 inh,14%,-7%,-2%,?,0%,-21%,-2%,-18%
TrxR1 substrate,26%,2%[57.1 µM],7%,6%[57.1 µM],-1%[57.1 µM],8%[57.1 µM],-12%,4%[11.4 µM]

25	O=C(COC(=O)Cc1ccccc1)Nc1ccc(F)cc1
26	c1ccc2cc(C3N4CCCN34)ccc2c1 (stereo unspecified)
27	O=C(c1cccc([N+](=O)[O-])c1)C12CN3CN(CN(C3)C1)C2
28	O=C(c1ccc(Br)cc1)C12CN3CN(CN(C3)C1)C2
29	Oc1ccc2c3c1O[C@H]1c4oc5ccccc5c4C[C@@]4(O)[C@@H](C2)N(CC2CC2)CC[C@]314
30	O=c1c2ccccc2nc(/C=C/c2ccccc2)n1-c1ccccc1F
31	CC(=O)c1ccc2c(c1)OCO2
32	CC(C)c1ccc(-n2c(O)c(/C=N/N3CCOCC3)c(=O)[nH]c2=S)cc1
entry no.,25,26,27,28,29,30,31,32
Glioma ERSR ind,-1%,-3%,-4%,-2%,-4%,-3%,-4%,-4%
IDH1 R132H inh,0%,12%,6%,5%,1%,7%,-1%,-8%
USP1-UAF1 inh,-28%,-11%,-18%,-23%,-29%,-7%,?,-5%
Vif-APOBEC3F blk,13%,-21%,15%,-26%,-8%,-1%,-2%,5%
LDHA inh,-2,0,1,-9,-6,5,1,-14
TrxR1 inh,18%,30%[57.1 µM],-2%[57.1 µM],12%,-12%,9%[57.1 µM],5%,-8%[57.1 µM]
Vif-A3G inh,-4%,1%,-1%,0%,2%,3%,1%,0%
RGS4 inh,9%,-26%,20%,-22%,6%,-12%,8%,-17%
TrxR1 substrate,4%,-6%[57.1 µM],1%[57.1 µM],5%,10%,4%[57.1 µM],-1%,-5%[57.1 µM]

33	COc1ccc(/C=C/C(=O)NC(=S)N2C[C@H]3C[C@H](C2)c2cccc(=O)n2C3)cc1
34	C=CCN=C(SCC(=O)c1ccc(Cl)cc1)c1c(O)n(C)c(=O)n(C)c1=O
35	CCN1CCN(C(=O)Cc2ccc(C)cc2)CC1
36	CN(C)P(=S)(Nc1ccccc1)C(Cl)(Cl)Cl (stereo unspecified)
37	CC(C)(O)/C=C/C(=O)[C@](C)(O)C1[C@H](O)C[C@@]2(C)C3CC=C4C(C[C@H](O)[C@@H](O)C4(C)C)[C@]3(C)C(=O)C[C@]12C (stereo partly specified)
38	COC(=O)C1=C(c2ccc(-c3ccccc3)c(F)c2)C[C@@H]2CC[C@H]1N2C(=O)NCCc1ccccc1
39	CN1CCN(/N=C/c2c[nH]c3ccccc23)CC1
40	Nc1c(C(=O)Nc2ccc(Cl)c(C(F)(F)F)c2)sc2nc3c(cc12)N1CCC3CC1
41	O=C1CC(N2CCC(n3c(=O)[nH]c4ccccc43)CC2)C(=O)N1c1ccc(F)cc1 (stereo unspecified)
42	Cc1nn(-c2ccccc2)c(C)c1NC(=O)COC(=O)Cc1ccccc1
entry no.,33,34,35,36,37,38,39,40,41,42
Glioma ERSR ind,1%,7%,1%,-3%,-8%,-4%,1%,-5%,-4%,-8%
IDH1 R132H inh,23%,-4%,-9%,7%,5%,-7%,4%,3%,1%,0%
USP1-UAF1 inh,-9%,-13%,-5%,-17%,-13%,2%,-17%,-36%,-20%,-12%
Vif-APOBEC3F blk,3%,4%,1%,-7%,5%,3%,-3%,?,6%,4%
LDHA inh,-6,-8,-12,1,-3,-2,-10,-8,-4,-3
TrxR1 inh,-6%,7%,1%,19%[57.1 µM],7%[57.1 µM],18%[57.1 µM],3%[57.1 µM],5%,12%[57.1 µM],-12%
Vif-A3G inh,-1%,3%,5%,-3%,-22%,-1%,1%,-5%,-2%,1%
RGS4 inh,-3%,-19%,25%,-18%,-4%,3%,-9%,4%,0%[11.4 µM],-6%
TrxR1 substrate,3%,-5%,-2%,-19%[57.1 µM],3%[57.1 µM],9%[57.1 µM],-3%[57.1 µM],39%[activator],10%[57.1 µM],-15%

# An excerpt; the hit share may differ from the screen's.
